M. tuberculosis GlmU: inhibition of mycobacterial GlmU enzyme – biochemical, glucosamine-1-phosphate acetyltransferase (AID 1376); inhibition, %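 (tested at 30 µM in the primary screen)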, or IC50 in µM where a hit was titrated; 220,000 tested, 0.25% active; M. tuberculosis GlmU acetyltransferase enzyme assay; higher % means a stronger effect; Bifunctional protein GlmU (Mycobacterium tuberculosis (strain ATCC 25618 / H37Rv)); in the data active = inhibition above about 13%;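 also: 0% = complete reaction with vehicle and 100% = reaction without substrate; strong numbers were not always called active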
RmlCD inh 1536: M. tuberculosis RmlC/RmlD coupled enzyme inhibitors, primary screen, biochemical, compound mixtures, 384-well, from 1536-well plates; dTDP-4-dehydrorhamnose reductase (Mycobacterium tuberculosis (strain ATCC 25618 / H37Rv)) …; RmlC+RmlD coupled enzyme assay, percent inhibition; primary screen in compound mixtures; inhibition, % at 3.6 µM; 160,000 tested, 0.03% active; in the data active = inhibition mostly above about 34%, no sharp cut-off; also: some results filed as inactive read as strong as hits
Target sequence (P9WH09 whole entry, looked up): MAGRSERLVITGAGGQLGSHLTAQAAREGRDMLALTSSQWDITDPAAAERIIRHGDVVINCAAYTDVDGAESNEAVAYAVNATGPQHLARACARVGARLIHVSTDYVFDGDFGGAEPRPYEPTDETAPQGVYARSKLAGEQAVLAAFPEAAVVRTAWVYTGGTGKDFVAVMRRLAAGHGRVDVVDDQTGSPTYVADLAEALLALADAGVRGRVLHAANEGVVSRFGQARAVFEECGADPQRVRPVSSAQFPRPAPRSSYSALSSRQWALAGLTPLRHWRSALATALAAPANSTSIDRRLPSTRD
Target sequence (P9WH11 whole entry, looked up): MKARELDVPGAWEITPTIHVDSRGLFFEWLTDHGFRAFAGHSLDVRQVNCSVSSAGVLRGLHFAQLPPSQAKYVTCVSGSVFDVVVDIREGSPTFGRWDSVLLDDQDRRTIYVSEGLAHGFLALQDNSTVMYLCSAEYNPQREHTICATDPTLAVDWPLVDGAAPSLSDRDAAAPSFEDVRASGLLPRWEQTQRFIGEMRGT
Active calls of the source: *.

Sample of the layout, two compounds:
`O=C(CSc1nnc(-c2ccccc2)o1)N1CCN(c2ccccc2)CC1` gave M. tuberculosis GlmU -2.8% and RmlCD inh 1536 6.
O=C(Nc1ccc(Cc2ccncc2)cc1)c1cc(F)c(F)cc1Cl was read as M. tuberculosis GlmU 7.3% and RmlCD inh 1536 2.

This part in full, repeating the preview:
`O=C(CSc1nnc(-c2ccccc2)o1)N1CCN(c2ccccc2)CC1` gave M. tuberculosis GlmU -2.8% and RmlCD inh 1536 6.
O=C(Nc1ccc(Cc2ccncc2)cc1)c1cc(F)c(F)cc1Cl was read as M. tuberculosis GlmU 7.3% and RmlCD inh 1536 2.
O=C(O)c1ccccc1N(Cc1ccccc1)C(=O)COc1ccccc1 was read as M. tuberculosis GlmU -1.2%.
CN(C(=O)c1ccc2c(c1)CCN2S(C)(=O)=O)c1ccccc1 was read as M. tuberculosis GlmU 0.6% and RmlCD inh 1536 10.
`O=C(NCc1cccnc1)/C(=C/c1ccco1)NC(=O)c1ccccc1` gave M. tuberculosis GlmU 1.1% and RmlCD inh 1536 5.
`COC(=O)/C(=C/c1c[nH]c2ccccc12)NC(C)=O` gave M. tuberculosis GlmU -1.0% and RmlCD inh 1536 -2.
`Cc1ccc(O)c(NC(=S)NC(=O)C(C)C)c1` gave M. tuberculosis GlmU -1.5%.
For COc1ccc(NS(=O)(=O)c2ccc(NC(=O)C3CCCO3)cc2)cc1 (stereo unspecified) the results were M. tuberculosis GlmU 4.0% and RmlCD inh 1536 -3.
Cc1ccc(S(=O)(=O)N2CCCC2C(=O)OCc2ccccc2)cc1 (stereo unspecified) was read as M. tuberculosis GlmU 2.2% and RmlCD inh 1536 -6.
Screening O=C(O)c1cncc(Br)c1 returned M. tuberculosis GlmU -0.3% and RmlCD inh 1536 5.
`C=CCN1C(=O)CSC1=Nc1cccc(O)c1` gave M. tuberculosis GlmU -1.6% and RmlCD inh 1536 14.
Screening CCOc1ccc(NC(=O)C[n+]2ccccc2)cc1 returned M. tuberculosis GlmU -0.7% and RmlCD inh 1536 5.

Retrieved by structure from above:
`Cc1ccc(O)c(NC(=S)NC(=O)C(C)C)c1` gave M. tuberculosis GlmU -1.5%.
`COC(=O)/C(=C/c1c[nH]c2ccccc12)NC(C)=O` gave M. tuberculosis GlmU -1.0% and RmlCD inh 1536 -2.
Screening CCOc1ccc(NC(=O)C[n+]2ccccc2)cc1 returned M. tuberculosis GlmU -0.7% and RmlCD inh 1536 5.
`C=CCN1C(=O)CSC1=Nc1cccc(O)c1` gave M. tuberculosis GlmU -1.6% and RmlCD inh 1536 14.
O=C(O)c1ccccc1N(Cc1ccccc1)C(=O)COc1ccccc1 was read as M. tuberculosis GlmU -1.2%.

Carrying on.
For COc1ccc(/C=C/C(=O)NC(=S)NNC(=O)c2cccs2)cc1 the results were M. tuberculosis GlmU 6.2% and RmlCD inh 1536 -8.
Cc1nc2sc(C(c3ccc(C(C)C)cc3)N3CCN(CCO)CC3)c(O)n2n1 (stereo unspecified) was read as M. tuberculosis GlmU 0.1%.
`C=CCc1ccc(OCCCCN2CCC(C)CC2)c(OC)c1` gave M. tuberculosis GlmU 4.2% and RmlCD inh 1536 18.
`COc1ccc(OC)c(NC(=O)Cn2cnc3c(cnn3-c3ccccc3)c2=O)c1` gave M. tuberculosis GlmU 8.3% and RmlCD inh 1536 4.
`COc1ccc(CNC(=S)N2CCN(Cc3ccccc3)CC2)cc1` gave M. tuberculosis GlmU 2.1% and RmlCD inh 1536 -9.
For COc1ccc(NC(=O)Nc2cc(NC(=O)Nc3ccc(OC)cc3)c(C)nc2C)cc1 the results were M. tuberculosis GlmU -1.0% and RmlCD inh 1536 -6.
Screening Nn1c(SCC(=O)NC2CCCCC2)nnc1C1CC1 returned M. tuberculosis GlmU 2.7% and RmlCD inh 1536 -7.
`Cc1ccc(S(=O)(=O)N2CC(O)CC2C(=O)Nc2ccc3c(c2)CCC3)cc1` (stereo unspecified) gave M. tuberculosis GlmU 1.1%.
For C=CCOC(=O)CCCC(=O)NC1CCCCC1 the results were M. tuberculosis GlmU 0.9%.
Screening Cc1cc(C)cc(N(CCC(=O)O)S(=O)(=O)c2ccc3ccccc3c2)c1 returned M. tuberculosis GlmU 4.0%.
S=C(Nc1ccc(Cl)cc1)NN1CCOCC1 was read as M. tuberculosis GlmU -5.2% and RmlCD inh 1536 4.
CCOC(=O)c1cc(NC(=O)CC(C)(C)CC(=O)O)ccc1N1CCCCC1 was read as M. tuberculosis GlmU 0.6%.
`Cc1ccc(C2=NN(C(=O)CSc3nc(N)cc(N)n3)C(c3ccco3)C2)cc1` (stereo unspecified) gave M. tuberculosis GlmU 2.5% and RmlCD inh 1536 4.
CSc1nnc(-c2cc(-c3ccc(C)cc3)nc3ccccc23)o1 was read as M. tuberculosis GlmU 3.6% and RmlCD inh 1536 -2.
`CCCCSc1nc(C)cc(SCC(=O)N/N=C/c2ccccc2)n1` gave M. tuberculosis GlmU -0.5% and RmlCD inh 1536 -7.
CC(CNCc1ccc2c(c1)OCO2)NCc1ccc2c(c1)OCO2 (stereo unspecified) was read as M. tuberculosis GlmU -5.7% and RmlCD inh 1536 -2.
For CC(C)(C)C(=O)/C=c1\s/c(=C\c2ccc(-c3ccc([N+](=O)[O-])cc3)o2)c(=O)n1CC(=O)NC(N)=O the results were M. tuberculosis GlmU 0.8% and RmlCD inh 1536 -4.
`COc1ccc(C(=O)c2ccc(N3CCOCC3)cc2)c(OC)c1` gave M. tuberculosis GlmU 2.2% and RmlCD inh 1536 -10.
`CN(C#N)c1nccc(-c2cccs2)n1` gave M. tuberculosis GlmU 2.5% and RmlCD inh 1536 -9.
Screening COc1ccc(Cn2c(SCc3ccc(C)cc3)nc3cc(OC)c(OC)cc3c2=N)cc1Cl returned M. tuberculosis GlmU -1.4% and RmlCD inh 1536 10.
For N#Cc1c(NC(=O)CSc2nc(-c3ccco3)cc(C(F)(F)F)n2)sc2c1CCCC2 the results were M. tuberculosis GlmU -1.4%.
`Clc1ccccc1CSc1ncn(-c2ccccc2)n1` gave M. tuberculosis GlmU -1.0%.
`CCOC(=O)c1ccc(CN(Cc2ccccc2)S(=O)(=O)c2cccc([N+](=O)[O-])c2)cc1` gave M. tuberculosis GlmU 2.5% and RmlCD inh 1536 -8.
Screening S=C(NCc1ccco1)N1CCN(c2nc(-c3ccccc3)cs2)CC1 returned M. tuberculosis GlmU 2.7% and RmlCD inh 1536 10.
`ClC(/C=N/n1cnnc1)=C/c1ccccc1` gave M. tuberculosis GlmU 4.2% and RmlCD inh 1536 5.
`NC(=O)CSCc1nc2ccccc2s1` gave M. tuberculosis GlmU 2.1% and RmlCD inh 1536 -60.
`O=C(Nc1cccc(S(=O)(=O)C(F)F)c1)c1ccc(S(=O)(=O)N2CCCC2)cc1` gave M. tuberculosis GlmU -4.1% and RmlCD inh 1536 -3.
`COc1ccc(OC)c2sc(NC(=O)C(C)C)nc12` gave M. tuberculosis GlmU 5.6%.
`COC(=O)c1oc2ccc(OC)cc2c1N` gave M. tuberculosis GlmU 9.6% and RmlCD inh 1536 -5.
Screening Cc1ccc(C2=NOC(=O)/C2=C\c2ccc(C)o2)cc1 returned M. tuberculosis GlmU 5.5% and RmlCD inh 1536 10.
Screening CCOC(=O)C1C(=O)C=C(C)C(C(=O)OCC)C1c1ccc(OC)cc1 (stereo unspecified) returned M. tuberculosis GlmU -0.4% and RmlCD inh 1536 -1.
For Cc1nnc(C)n1/N=C/c1cc(Br)cc(Br)c1O the results were M. tuberculosis GlmU -3.8% and RmlCD inh 1536 6.
`O=C(COc1ccc(Br)cc1Br)NC1CCCC1` gave M. tuberculosis GlmU 1.1% and RmlCD inh 1536 -10.
Screening COc1ccc(S(=O)(=O)Nc2nccs2)cc1OC returned M. tuberculosis GlmU 3.7% and RmlCD inh 1536 12.
`O=C(/C=C/NNC(=O)c1ccc(Cl)cc1)c1ccccc1` gave M. tuberculosis GlmU -1.5% and RmlCD inh 1536 -9.
For COc1cc(/C=N/n2c(-c3n[nH]c4c3CCC4)n[nH]c2=S)cc(OC)c1O the results were M. tuberculosis GlmU 0.1%.

As a short view, 2 of the compounds above:
Screening Cc1ccc(C2=NOC(=O)/C2=C\c2ccc(C)o2)cc1 returned M. tuberculosis GlmU 5.5% and RmlCD inh 1536 10.
Screening CCOC(=O)C1C(=O)C=C(C)C(C(=O)OCC)C1c1ccc(OC)cc1 (stereo unspecified) returned M. tuberculosis GlmU -0.4% and RmlCD inh 1536 -1.

(further entries)
`COc1ccc(C(C(=O)NC2CCCCC2)N(C(=O)Cc2c[nH]c3ccccc23)c2ccccc2C)cc1OC` (stereo unspecified) gave M. tuberculosis GlmU -0.2% and RmlCD inh 1536 11.
Screening CC1Cc2ccccc2N1S(=O)(=O)c1cccc2nsnc12 (stereo unspecified) returned M. tuberculosis GlmU 2.5%.
Screening NC(=O)C1(N2CCCCC2)CCN(Cc2nc3ccccc3c(=O)[nH]2)CC1 returned M. tuberculosis GlmU 5.6% and RmlCD inh 1536 5.
`COc1ccc(OC)c(-c2cn(S(=O)(=O)c3ccccc3)nc2N)c1` gave M. tuberculosis GlmU 0.4%.
`CCOC(=O)c1[nH]c2ccc(OCC)cc2c1CCCN1C(=O)c2ccccc2C1=O` gave M. tuberculosis GlmU 1.2%.
Screening CC1(C)CC(=O)C(=Cc2cn(-c3ccccc3)nc2-c2ccc(Cl)cc2)C(=O)C1 returned M. tuberculosis GlmU -5.5%.
Screening C=CCn1c(C(C)NC(=O)c2cccs2)n[nH]c1=S (stereo unspecified) returned M. tuberculosis GlmU 4.0% and RmlCD inh 1536 2.
For CN1Cc2ccccc2N(CC(=O)NCc2ccccc2)C1=O the results were M. tuberculosis GlmU -0.1% and RmlCD inh 1536 -14.
Screening Cc1ccc2nc(Cn3cc(C(F)(F)F)ccc3=O)cc(=O)n2c1 returned M. tuberculosis GlmU -2.3% and RmlCD inh 1536 -7.
For Cc1nc2n[nH]c(N)c2c2c1CCCC2 the results were M. tuberculosis GlmU 1.2% and RmlCD inh 1536 6.
`Cc1cccc(Oc2sc(C(=O)c3ccccc3)c(N)c2C#N)c1` gave M. tuberculosis GlmU 1.8% and RmlCD inh 1536 -12.
`O=S1(=O)C=C(Sc2nc3ccccc3s2)c2ccccc21` gave M. tuberculosis GlmU 0.9% and RmlCD inh 1536 44.
CC(=O)Oc1ccc(NC(=O)CSc2ccccc2)cc1 was read as M. tuberculosis GlmU -2.1%.
`CC(C)CCn1c(Br)nc2c1c(=O)n(CC(N)=O)c(=O)n2C` gave M. tuberculosis GlmU 1.1% and RmlCD inh 1536 5.
For Cn1c(-c2ccc([N+](=O)[O-])cc2)nc2ccccc21 the results were M. tuberculosis GlmU -0.3% and RmlCD inh 1536 0.
For Cn1c(=O)[nH]c2c(Cl)nccc21 the results were M. tuberculosis GlmU 5.9% and RmlCD inh 1536 30.
For CCN(CC)C(=O)CSc1nnc(COc2ccccc2)n1CC the results were M. tuberculosis GlmU -1.8%.
For Cc1c(Cl)c([N+](=O)[O-])nn1CCCC(=O)NC1CCCCC1 the results were M. tuberculosis GlmU 4.0% and RmlCD inh 1536 3.
O=C(CCCn1c(=O)[nH]c2ccsc2c1=O)N1CCN(c2ccccn2)CC1 was read as M. tuberculosis GlmU 5.2% and RmlCD inh 1536 -6.
Screening CCOc1ccccc1NC(=O)CCn1c(=O)oc2ccccc21 returned M. tuberculosis GlmU -7.8% and RmlCD inh 1536 -8.
Screening N#Cc1cccc2cnccc12 returned RmlCD inh 1536 5.
Screening Cc1ccc(Oc2ccc(C(=O)NCc3ccncc3)cc2)cc1 returned M. tuberculosis GlmU -3.6% and RmlCD inh 1536 -8.
Cc1ccc(NCc2nnc(SCC(=O)O)n2-c2ccc(C)cc2)cc1 was read as M. tuberculosis GlmU -6.0% and RmlCD inh 1536 -18.
Cc1cc2c(cc1C)NC(c1c(C)n(C)n(-c3ccccc3)c1=O)C1=C(CC(C)(C)CC1=O)N2 (stereo unspecified) was read as M. tuberculosis GlmU 2.3% and RmlCD inh 1536 29.
CCCNC(=O)NC(=O)COC(=O)c1cccc(NS(=O)(=O)c2ccc(F)c(F)c2)c1 was read as M. tuberculosis GlmU 0.8% and RmlCD inh 1536 -8.
Screening CCOC(=O)N1CCC(=NNC(=O)COc2ccc(OC)cc2)CC1 returned M. tuberculosis GlmU -1.1% and RmlCD inh 1536 -8.
For COc1ccc(/C=C/C(=O)OCC(=O)NC2CCCC(C)C2C)cc1S(=O)(=O)N1CCOCC1 (stereo unspecified) the results were M. tuberculosis GlmU 7.6% and RmlCD inh 1536 0.
Screening Cn1c(=O)c2c(SCC(=O)NCc3ccco3)nc(CC(C)(C)C)nc2n(C)c1=O returned M. tuberculosis GlmU -1.1% and RmlCD inh 1536 5.
Screening COc1ccccc1NC(=O)Cc1noc(CSc2n[nH]c(N)n2)n1 returned M. tuberculosis GlmU 0.1% and RmlCD inh 1536 -4.
`Cc1cc(-c2ccccc2)c(C#N)c(N)n1` gave M. tuberculosis GlmU 5.5% and RmlCD inh 1536 3.
`N/C(=N\c1nc2ccccc2o1)NC(=O)c1ccccc1Br` gave M. tuberculosis GlmU 1.5% and RmlCD inh 1536 8.
Cc1ccc(Nc2nc(CSc3nnc(-c4cccs4)o3)cs2)cc1 was read as M. tuberculosis GlmU 4.3% and RmlCD inh 1536 -9.
`CCOc1ccccc1C(=O)N1c2ccccc2Sc2ccccc21` gave M. tuberculosis GlmU -1.4% and RmlCD inh 1536 -3.
Screening O=C(O)c1cccc([N+](=O)[O-])c1C(=O)Nc1nc2ccccc2s1 returned M. tuberculosis GlmU 1.6% and RmlCD inh 1536 0.
COc1ccc(OC)c(C(c2nnnn2Cc2ccccc2)N2CCN(C)CC2)c1 (stereo unspecified) was read as M. tuberculosis GlmU 1.5% and RmlCD inh 1536 9.

Some of the compounds tested (hit frequency here may not be typical).
